# EWS-Fli block: blocks EWS/Fli oncoprotein-driven transcription. AID 651661. inhibition, % at 12.6 µM. hit rate 0.67% among 350,000. A673 NR0B1-luciferase reporter, viability-normalised;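 active means mean inhibition of at least 50% after viability correction, with every replicate also passing that limit; inconclusive means mean reaches 50% but only one of two replicates passes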;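 further: firefly luciferase signal divided by Alamar Blue viability fluorescence both relative to DMSO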
# Xi reactivation: reactivates the inactive X chromosome in mouse fibroblasts. XiGFP mouse fibroblasts, % GFP-positive cells imaging, 3 d; cells co-treated with 5-aza-dC sensitizer; scaled so ellipticine positive control = 100%. activation, % at 7.58 µM. hit rate 0.055% among 360,000. AID 743238;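 active means mean normalized replicate activation at least 10% and every replicate at or above 10%; inconclusive means only one of the two criteria met; inactive means mean below 10% and not all replicates reach 10%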;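 further: 0% = median of on-plate neutral control wells and 100% = ellipticine 6 µM median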
#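 assay system = SV40-immortalized XiGFP fibroblast cells, line 68-5-11 | buffer or medium = DMEM plus 5-aza-dC sensitizer | doses = single-point pinned compound dosing | times = 3-day compound exposure, then 15 min fixation at room temperature | benchmarks = positive control ellipticine, 6 µM final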
# ERp5 inh: blocks human ERp5 reductase activity on insulin; Q15084; ERp5 insulin aggregation, absorbance 650 nm, 90 min; inhibition, % at 9.99 µM; hit rate 0.05% among 350,000; AID 651711;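 active means mean replicate inhibition above about 25%, with every replicate also reaching it, limit read from the data, passing the limit was not always enough; inconclusive means only one of those two criteria met; inactive means neither criterion met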
# Target sequence (Q15084 whole entry, looked up): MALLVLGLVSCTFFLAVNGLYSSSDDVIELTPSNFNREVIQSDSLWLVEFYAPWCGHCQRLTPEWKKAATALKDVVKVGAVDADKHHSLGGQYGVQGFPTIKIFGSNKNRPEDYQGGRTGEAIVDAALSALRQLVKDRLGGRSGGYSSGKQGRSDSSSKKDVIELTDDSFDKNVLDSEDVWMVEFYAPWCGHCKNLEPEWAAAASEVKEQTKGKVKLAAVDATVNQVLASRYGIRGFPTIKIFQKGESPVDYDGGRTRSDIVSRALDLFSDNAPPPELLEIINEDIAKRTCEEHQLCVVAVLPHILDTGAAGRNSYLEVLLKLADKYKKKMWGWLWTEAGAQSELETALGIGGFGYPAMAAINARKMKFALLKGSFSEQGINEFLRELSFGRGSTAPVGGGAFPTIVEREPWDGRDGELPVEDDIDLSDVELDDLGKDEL
# INS-1E GSIS act: primary screen for activators of insulin secretion dependent on glucose, INS-1E cells, GLuc reporter luminescence; AID 743287; INS-1E GLuc reporter insulin secretion, 2-3 h; hit rate 0.61% among 370,000; activation, % at 16.6 µM;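 active means lowest replicate activation of at least 40%, so every replicate reaches that level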;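 further: 0% = median of neutral control wells and 100% = median of IBMX positive control wells; some compounds called inactive have numbers as strong as hits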
# ARNT-TACC3 inh: disrupts binding between human ARNT and TACC3. Q9Y6A5. AlphaScreen His-ARNT PAS-B/GST-TACC3 binding, luminescence; TACC3 fragment carries E629A point mutation. inhibition, % at 9.99 µM. hit rate 0.66% among 390,000. AID 623870;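 active means mean inhibition of replicates at least 50% and at least half of replicates each reaching 50%; inconclusive means half or more replicates reach 50% but mean below 50%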;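 further: 0% = complete ARNT plus TACC3 wells and 100% = ARNT alone without TACC3; many hits fall short of the cut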
# PAX8 reporter: lowers PAX8-driven luciferase in RMG-I cells | RMG-I TPO-luciferase reporter, SteadyGlo, 24 h | inhibition, % at 12.6 µM | hit rate 1.2% among 360,000 | AID 652154;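 active means mean replicate inhibition at least 60% with every replicate also reaching 60%; inconclusive means only one of the two criteria is met; inactive means mean below 60% and not all replicates reaching 60%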;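 further: luciferase light reporting Pax8 driven TPO promoter activity; plate controls were median of neutral control wells for no effect and mitoxantrone controls for full effect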
# CFTR F508del cor: correctors of CFTR F508del function in bronchial epithelial cells; CFBE cells, YFP halide quenching; stimulated with forskolin plus potentiator P3; % fluorescence drop versus neutral controls; activity (quench increase), % at 7.58 µM; hit rate 0.36% among 350,000;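 active means mean added fluorescence quench of at least 8% versus neutral control, with both replicates also reaching 8%; inconclusive means only one of the mean or replicate conditions met; inactive means mean below 8% and not both replicates reaching 8%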;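 further: cells transiently co-express mutant CFTR-F508del with the halide-sensitive YFP; corrector assay measuring rescue of mutant channel to the surface after 24 h compound exposure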
# DENV2 CPE: inhibitors of DENV2 cytopathic effect. DENV2-infected cells, cytopathic effect rescue, plate reader. CPE inhibition, % at 9.99 µM. hit rate 1.7% among 350,000. AID 651640; in the data active means CPE inhibition above about 20%, passing the limit was not always enough; inconclusive means no clear call, values can overlap the other calls; tested in BHK-21 cells;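 further: 0% = median of neutral control wells and 100% = median of positive control wells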
# * = called active by the depositor; u = inconclusive; x = not tested or not shown; & = joins results of further samples.
SMILES,EWS-Fli block,Xi reactivation,ERp5 inh,INS-1E GSIS act,ARNT-TACC3 inh,PAX8 reporter,CFTR F508del cor,DENV2 CPE
O=C(NCC1CC1)c1cccc2c1C(=O)c1ccc(-c3ccc(OC(F)(F)F)cc3)cc1S2(=O)=O,-151,0.1,-1,-8,-1,5,-4.4,x
CCNC(=O)C[C@H]1CC[C@@H](NC(=O)C2CCOCC2)[C@@H](CO)O1,-12,-0.5,5,8,-5,-23,0.6,12
COc1cc2c(cc1O)C(c1cccs1)N(Cc1sc3ccccc3c1Cl)CC2 (stereo not drawn),-17,x,2,x,7,-10,-1.3,u
O=C(NC(=S)Nc1ccc(N2CCOCC2)cc1)c1cccc(Cl)c1Cl,x,0.1,3,-7,3,3,2.2,0
COc1ccc(C)cc1NC(=O)C(OC(=O)c1cnc(C)cn1)c1ccccc1 (stereo not drawn),-5,0.2,0,-3,1,-2,-0.6,3
O=C(/C=C/c1ccc(Cl)cc1Cl)N(Cc1ccc(Cl)cc1)C1CCS(=O)(=O)C1 (stereo not drawn),70*,2.2,-4,5,-4,18,x,5
Cc1csc(NC(=O)c2cc(C)nc3ccccc23)n1,-3,0.1,1,42,0,20,-1.0,16
CC(=O)Nc1nnc(CSCc2ccccc2F)s1,-17,0.1,5,4,1,-33,-0.2,1
Cc1ccc2[nH]c(C(=O)N3CCOCC3)cc2c1,-17,0.0,3,-10,24,-25,-2.3,-4
CCC(=O)N1CCCCN2[C@@H](CO)[C@H](c3ccc(C#Cc4ccccc4)cc3)[C@@H]2C1,4,0.0,-6,-6,2,-10,-1.6,2
CCCCc1nc2cc(C(=O)N3CCC(O)CC3)ccc2o1,x,0.0,-4,3,-10,-119,-3.2,5
Cc1noc(C)c1NC(=O)Nc1ccc2c(c1)C(=O)N([C@H](C)CO)C[C@@H](C)[C@@H](CN(C)CC1CCCCC1)OCCCC[C@@H](C)O2,3,0.4,-3,8,3,x,0.5,-3
Cc1cc(NC(=O)CN2C(=O)CCSc3ccccc32)no1,14,0.2,1,1,-1,23,-0.8,6
Cn1c(SCc2ccc([N+](=O)[O-])cc2)nnc1-c1cccnc1,17,0.3,5,0,x,9,-0.2,8
COc1ccc(/C=N/NC(=O)CCn2nc(C)cc2C)cc1O,0,-0.1,-6,7,3,-7,2.1,15
O=C(CSCc1ccccc1Cl)NCCSc1ccccn1,-4,0.0,2,-3,1,14,-2.4,0
O=C(/C=C/c1ccccc1)Nc1ccc(C(=O)N2CCCCC2)cc1,-14,0.3,8,-4,4,-15,-4.0,x
O=C(c1ccc2nc[nH]c2c1)N1CCN(c2ncc(C(F)(F)F)cc2Cl)CC1,x,-0.1,4,-10,1,12,0.2,-4
Cc1cc(Oc2ccc(Cl)cc2)nc(SCC(=O)c2ccccc2)n1,-4,0.2,16,12,-1,13,x,12
C[C@H](CO)N1C[C@H](C)[C@@H](CN(C)CC2CCCCC2)Oc2c(NC(=O)c3cnccn3)cccc2C1=O,-8,0.1,-3,4,-2,-24,-4.3,-2
Cc1ccc(S(=O)(=O)N2CCCCC2)cc1C(=O)OCC(=O)NC(=O)NC12CC3CC(CC(C3)C1)C2,x,0.2,x,7,-4,-3,x,x
COc1ccc(-c2csc(NC(=O)c3ccc(S(C)(=O)=O)cc3)n2)cc1,-37,0.0,14,3,3,-46,-6.8,8
O=C(NCCO)/C(=C\c1ccco1)NC(=O)c1cccs1,2,0.0,5,-5,-12,-10,-3.4,-4
C/C=C/c1ccc([C@H]2[C@H]3CN(C(=O)Nc4cc(F)ccc4F)CCCCN3[C@H]2CO)cc1,-5,0.2,6,-24,1,11,-0.9,0
CO[C@@H]1CN(C)C(=O)c2ccc(NC(=O)c3ccccn3)cc2OC[C@@H](C)N(Cc2ccccn2)C[C@H]1C,4,x,x,x,95*,0,-1.7,x
CC(C)NC(=O)Nc1ccc2c(c1)CC(=O)N([C@H](C)CO)C[C@H](C)[C@H](CN(C)Cc1ccncc1)O2,3,-0.2,2,4,-1,18,-1.2,0
OC(c1ccc(CN2CCCCC2)cc1)c1ncc(-c2ccccc2)[nH]1 (stereo not drawn),-5,0.1,2,1,x,9,1.6,5
COc1cccc(CC2(CO)CCCN(Cc3cn[nH]c3C3CCCCC3)C2)c1 (stereo not drawn),8,0.1,8,2,5,0,-2.0,10
Cc1cc(NC(=O)CN(C)C)c([N+](=O)[O-])cc1C,6,0.0,5,-3,-3,8,-4.4,u
O=C(O)c1cc2nccc(-c3ccc(F)cc3)n2n1,15,0.0,-1,4,-16,19,-1.0,-2
Cc1cc(C(=O)CSc2nc(N)cc(=O)[nH]2)c(C)n1Cc1ccco1,2,-0.2,2,31,3,5,-1.0,-2
CC(=O)c1ccccc1OC(=O)COc1ccc(Cl)cc1C,-11,0.0,1,1,x,-3,-0.9,-5
CC(=O)Nc1ccc(N=Nc2ccccc2)cc1[N+](=O)[O-],-38,0.0,-10,2,x,-67,0.9,14
Cc1csc(SCC(=O)Nc2sccc2C(N)=O)n1,-88,0.0,4,1,20,-140,-0.2,6
O=C(C[C@H]1CC[C@H](NS(=O)(=O)c2ccc(F)cc2)[C@@H](CO)O1)NCCN1CCCCC1,-3,-0.1,-1,6,x,-2,0.7,-8
CCCc1nnc(NC(=O)CCC(=O)N2CCN(Cc3ccc(C)cc3C)CC2)s1,5,0.0,-12,1,16,2,6.2,-6
CNS(=O)(=O)c1cccc(C(=O)NCC(C)(C)N2CCCCC2)c1,0,0.3,5,4,10,-3,-0.9,0
Cc1ccc(C(=O)Nc2ccc(N3CCN(C)CC3)nc2)cc1,-3,0.0,2,-4,0,-1,-2.1,9
N#C/C(C(=O)NCc1ccccc1)=C1/N=C(NC(=O)c2cccs2)c2ccccc21,20,-0.1,3,x,1,16,x,-1
CC(=O)Nc1ccc(C(=O)Nc2nnc(CCc3ccccc3)s2)cc1,0,0.3,0,x,-16,7,-2.4,-4
Cc1ccc(NC(=O)CS(=O)CC(=O)N(c2ccccc2)C(C)C(=O)NC2CCCC2)cc1 (stereo not drawn),-3,x,-7,-2,8,x,0.0,1
COc1ccc(/C=N/NC(=O)CCn2nnc3ccccc32)cc1,-5,0.0,x,x,4,-7,0.3,0
O=c1c2c3c(sc2nc(N2CCNCC2)n1CCc1ccccc1)CCCCC3,19,-0.1,0,x,-3,10,-30,-18
COc1cccc(CN(C)Cc2c(O)ccc3ccccc23)c1,15,0.5,0,-10,-8,35,0.9,6
O=C(C[C@H]1C[C@@H]2c3cc(NC(=O)Nc4ccccc4)ccc3O[C@@H]2[C@@H](CO)O1)NCc1cccnc1,-7,0.4,x,2,2,11,-2.7,-5
C[C@@H]1CN([C@H](C)CO)C(=O)c2cc(C#CCN(C)C)cnc2O[C@@H]1CN(C)C(=O)Cc1cccnc1,1,-0.2,-7,0,-1,x,2.7,7
CCOC(=O)c1oc2nc(CC(C)C)c3c(c2c1N)CCC3,-2,x,-2,x,-15,x,-0.7,3
Cc1ccc(S(=O)(=O)N2CCN(C(=O)c3cc(=O)c4ccccc4o3)CC2)cc1,2,0.0,4,-3,-17,-6,1.5,6
CCCCn1c(N)c(N(CCC(C)C)C(=O)CC2CCCCC2)c(=O)[nH]c1=O,-1,0.0,-5,0,2,14,0.1,u
C[C@@H]1CN([C@@H](C)CO)C(=O)c2cc(-c3ccncc3)cnc2O[C@H]1CN(C)C(=O)c1cccc(F)c1,4&5&0,0.2&0.1,4&-8&-1,-1&-17,5&0,-11,1.9&-0.2&1.3,3&-3&2
COc1cc(CN(C)CC2CCCN(CCc3ccc(F)cc3)C2)c(Cl)cc1O (stereo not drawn),8,0.0,0,x,1,15,-1.1,-1
Cc1ccc(C(=O)CCS(=O)(=O)c2ccc(Br)cc2)cc1,x,0.1,2,14,0,37,-0.1,-7
CC12CCC(C(=O)O)(c3nc4cc([N+](=O)[O-])ccc4nc31)C2(C)C (stereo not drawn),-3,-0.7,-4,10,-5,-30,-1.9,-7
CNC(=S)Nc1cccc(S(=O)(=O)NCc2ccco2)c1,6,0.1,2,5,4,7,1.8,2
Cc1cc(=O)oc2cc(NC(=O)COc3cccc(C(F)(F)F)c3)ccc12,-14,0.0,11,1,-4,4,3.2,-5
OC[C@@H]1CC[C@@H]2O[C@H](CCc3ccc(-c4ccc(F)cc4)cc3)[C@H](n3cc(C4CC4)nn3)C[C@@H]2O1,-6,x,-1,x,x,-6,2.5,2

# Further results follow.
SMILES,EWS-Fli block,Xi reactivation,ERp5 inh,INS-1E GSIS act,ARNT-TACC3 inh,PAX8 reporter,CFTR F508del cor,DENV2 CPE
CNC[C@H]1Oc2ncc(C3=CCCC3)cc2C(=O)N([C@@H](C)CO)C[C@H]1C,-3,-0.7,x,-4,x,x,-1.6,x
O=C(CSc1nnnn1-c1ccc(F)cc1F)Nc1ccccc1F,5,0.1,4,29,-10,8,1.8,3
CN(Cc1ccccc1)C(=O)[C@@H]1CCCN1C(=O)[C@@H]1CCCN1C(=O)c1cccc2ccccc12,7,0.1,-4,-18,x,18,2.9,12
Cc1nnc(NC(=O)CCn2c(=O)oc3ccc(Cl)cc32)s1,x,0.1,1,0,-2,5,1.1,23*
O=C(Cn1ncc(Cl)c(Cl)c1=O)c1ccc2c(c1)OCCO2,7,1.0,1,15,-6,-26,2.0,-3
CCc1ccc(NC(=O)C2=CC(c3cccs3)=NS(=O)(=O)N2C)cc1,2,0.1,-1,x,13,22,1.7,-3
CCCNC(=O)C1(O)c2cc(Br)ccc2NC(=O)N1c1ccc(Cl)cc1 (stereo not drawn),11,0.1,-1,39,-8,1,1.9,-1
O=[N+]([O-])c1ccc(Nc2nc(N3CCOCC3)nc(N3CCOCC3)n2)cc1,13,0.0,-1,4,-1,-27,-0.4,-4
Cc1ccc(CNC(=O)CCCCCNC(=O)N2CCn3c2nc2ccccc23)cc1,-1,0.3,2,-2,-3,-7,-0.9,-4
Cc1ccc(S(=O)(=O)N2CC[C@@H]3[C@@H](CO)Nc4ccc(-c5ccccc5F)cc4[C@@H]32)cc1,5,0.1,0,-20,5,-1,-3.3,2
Cc1cccn2c(=O)c(/C=C(\C#N)C(N)=O)c(N3CCCCCC3)nc12,43,-0.1,3,-8,2,33,0.3,-5
COc1cc(C(=O)N2CCN(S(=O)(=O)c3ccc(C)cc3)CC2)ccc1OCC(=O)N1CCOCC1,-3,0.1,-22,-5,-6,-8,0.7,-1
Fc1cccc2sc(N3CCCC3)nc12,-52,0.1,-2,15,-19,-53,1.1,0
O=C(Cc1ccccc1)N1C[C@H]2[C@@H](c3ccccc31)[C@H](CO)N2C(=O)Nc1ccc(F)cc1,6,0.1,4,-12,-4,11,0.7,-10
O=C(NC[C@H]1[C@H](c2ccccc2)[C@@H](CO)N1C(=O)Cc1cccnc1)C1CC1,-9,0.0,10,6,-16,-17,6.5,-8
CCOc1cc(C(C(=O)NCC2CCCO2)N(C(=O)Cn2nnc3ccccc32)c2ccccc2OC)ccc1O (stereo not drawn),4,0.1,2,12,0,-1,-1.4,8
COc1ccc(C(=O)n2nc(C#N)c(C#N)c2N)cc1,3,0.0,1,-8,-9,3,0.0,-2
O=C(CN1CCCc2ccccc21)N/N=C/c1ccc(F)cc1F,1,0.1,-3,2,-1,18,1.1,-3

# Compound activity deposited in PubChem BioAssay by Broad Institute.
